Screening data as filed in PubChem BioAssay.
p53null 39C kill = kills p53 null cells at the nonpermissive temperature. H1299 p53-null (neo) cells, 39C, ATPlite viability, 24 h. Potency, µM (series often up to 46.1 µM), without a hit: at the highest dose activity, negative = cell killing, usual class: cytotoxic. actives 0.97% (n = 55,000);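 further: potency means the concentration at half of the fitted maximal effect; 0% = DMSO only and -100% = full killing by 100 µM tamoxifen; nearly all actives have a fitted effect of over 50% in size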
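Concentration-response (up to 46 uM) was run for 24 h at the nonpermissive 39C on H1299-p53A138V or H1299-neo cells. ATP content was measured with ATPlite luminescence. AC50 values were Hill-modeled after normalizing between DMSO and 100 uM tamoxifen killing.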
NTMT1 inh = NTMT1 methyltransferase inhibition; NTMT1 MTase-Glo SAH luminescence, purified enzyme; AID 1645870; actives 2.5% (n = 59,000); Q9BV86; Potency, µM (top dose mostly 114 µM), for the others: top-dose activity change, negative = inhibition, most hits filed as inhibitors;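 further: potency means the concentration at half of the fitted maximal effect; plate controls were DMSO vehicle for no effect and no enzyme for full effect; nearly all actives have a fitted effect of over 65% in size; many of its hits are not listed in these tables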
Target sequence (Q9BV86 whole entry, looked up): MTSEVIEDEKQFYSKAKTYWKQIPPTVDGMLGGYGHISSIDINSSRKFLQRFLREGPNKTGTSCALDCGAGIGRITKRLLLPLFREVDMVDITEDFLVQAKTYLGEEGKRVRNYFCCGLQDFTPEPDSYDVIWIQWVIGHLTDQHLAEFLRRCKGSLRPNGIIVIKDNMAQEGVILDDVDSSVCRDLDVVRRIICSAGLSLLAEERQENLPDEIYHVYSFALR
B2AR arrestin ag = beta-arrestin recruitment by human beta2-adrenergic receptor ligands. P07550. HTLA Tango cells, beta-arrestin recruitment, luciferase luminescence, 18 h. Potency, µM (highest dose often 46.1 µM), without a hit: at the top dose activation, hits mostly activators. 44,000 tested, under 10 active;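 further: potency means the concentration at half of the fitted maximal effect; 0% = DMSO and full agonism = EC100 isoproterenol or metaproterenol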
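Ligand-induced beta-arrestin recruitment to recombinant beta2-AR is measured via a tTA-driven luciferase reporter in Tango cells after 18 hr compound exposure at 37 degrees C. Concentrations span up to 46 microM.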
FH mod = Identification of activators of human fumarate hydratase by quantitative high-throughput screening. FH coupled MDH/diaphorase resazurin fluorescence, 15 min. Fumarate hydratase, mitochondrial (Homo sapiens), P07954. actives 0.22% (n = 54,000). Potency, µM (series often up to 79.9 µM), without a hit: at the highest dose activity change, negative = inhibition, usual class: inhibitors; further: potency means the concentration at half of the fitted maximal effect; on the % scale 0 is the no-effect control and ±100 the full control effect; the screen sought activators but most active calls are inhibition curves; nearly all actives have a fitted effect of over 45% in size
Target sequence (P07954 whole entry, looked up): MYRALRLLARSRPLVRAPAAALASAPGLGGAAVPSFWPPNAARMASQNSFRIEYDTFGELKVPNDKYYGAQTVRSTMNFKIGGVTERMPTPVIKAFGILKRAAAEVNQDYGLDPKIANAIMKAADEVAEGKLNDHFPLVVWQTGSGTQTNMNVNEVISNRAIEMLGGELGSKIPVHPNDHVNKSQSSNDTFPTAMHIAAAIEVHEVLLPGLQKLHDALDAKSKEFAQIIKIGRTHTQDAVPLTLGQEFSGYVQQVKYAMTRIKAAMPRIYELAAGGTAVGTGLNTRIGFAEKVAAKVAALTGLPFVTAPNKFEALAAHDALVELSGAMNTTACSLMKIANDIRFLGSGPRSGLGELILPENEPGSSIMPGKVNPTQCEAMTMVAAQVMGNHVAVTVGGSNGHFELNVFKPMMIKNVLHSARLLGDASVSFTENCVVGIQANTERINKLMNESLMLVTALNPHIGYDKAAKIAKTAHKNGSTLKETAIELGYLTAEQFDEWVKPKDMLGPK
TSG101-PTAP inh = inhibitors of HIV-1 PTAP binding to human TSG101, validation; Fluorescence polarization, FITC-PTAP peptide/Tsg101, 20 min; Potency, µM (series often up to 115 µM), for the others: at the top dose activity change, negative = inhibition, most hits filed as inhibitors; 44,000 tested, under 10 active; AID 1347069; further: potency means the concentration at half of the fitted maximal effect; 0% is about no effect
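Compounds pinned into 10 uM Tsg101 binding domain, then 50 nM FITC-PTAP peptide added in pH 7.5 HEPES buffer; FP read after 20 min, room temperature. Total S+P intensity flags fluorescent compounds; active cut-off <25 µM, efficacy <60%.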
GALK inhibitor = inhibits human galactokinase. Potency, µM (highest dose often 57.5 µM), for inactives: at the highest dose activity, negative = inhibition, usual class: inhibitors. 44,000 tested, under 10 active. recombinant GALK, Kinase-Glo ATP luminescence, 1 h. P51570;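 further: plate controls were full GALK reaction for no effect and reaction lacking GALK for full effect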
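Luminescent ATP-depletion readout (Kinase-Glo Plus, 10 min) after 1 h RT reaction of 5 nM GALK, 35 uM ATP, 100 uM galactose, pH 8.0 HEPES buffer. Decreased kinase activity scored as inhibition.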
p53null 32C tox = p53 null cell cytotoxicity, permissive temperature | H1299-neo p53 null cells, ATP luminescence, 24 h, 32C | Potency, µM (series often up to 46.1 µM), for inactives: at the top dose activity change, negative = cytotoxicity, actives largely listed as cytotoxic | actives 0.62% (n = 55,000) | AID 903;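 further: potency means the concentration at half of the fitted maximal effect; 0% = DMSO only and -100% = full killing by 100 µM tamoxifen; nearly all actives have a fitted effect of over 55% in size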
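H1299-neo, 600 cells/well; overnight 37C; cpd up to 46 uM, 24 h at 32C; ATPlite luminescence after 20 min RT; normalized to DMSO (0%) and tamoxifen 100 uM (100% kill); Hill-fit AC50.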
* marks the source's active call; other numbers are inactive results; ? = inconclusive; [ ] = dose if it differs, or a comment. The call rests on the fitted dose curve; in most records, active means well fitted curve in the direction sought with a large enough effect; inconclusive means small, poorly fitted or top-dose-only effect, or another doubt; inactive means no such curve, though single readings can be large; an effect the other way counts as inactive or inconclusive.

Abbreviations: A = p53null 39C kill; B = NTMT1 inh; C = B2AR arrestin ag; D = FH mod; E = TSG101-PTAP inh; F = GALK inhibitor; G = p53null 32C tox
structure: O=C(COc1ccccc1F)Nc1ccc2oc(-c3cccc(Cl)c3)nc2c1
  A: 3%; B: -6%; C: -3%; D: -15%; E: 9%; F: 2%; G: -3%

structure: Cc1ccccc1CNC(=O)CCS(=O)(=O)c1cc2c3c(c1)CCN3C(=O)CC2
  A: 5%; B: 5%; C: -1%; D: -26%; E: 8%; F: 0%; G: 1%

structure: CCOC(=O)c1c(C)[nH]c(CCC(=O)NCc2ccccc2Cl)c1C
  A: 4%; B: -1%; C: 0%; D: 3%; E: -5%; F: 0%; G: -9%

structure: O=C(CN1CCCN(Cc2ccc(F)cc2)S1(=O)=O)NCc1ccccc1Cl
  A: 0%; B: -3%; C: 2%; D: -4%; E: -3%; F: 2%; G: -1%

structure: CCN1CCN(C(=O)c2cnn(-c3cccc(Cl)c3)c2C2CCN(C(=O)OC(C)(C)C)CC2)CC1
  A: 10%; B: 4%; C: -1%; D: 5%; E: -2%; F: 0%; G: 9%

structure: COc1cc(NC(=O)COCc2cc(-c3ccc4c(c3)OCO4)on2)c(OC)cc1Cl
  A: -5%; B: -7%; C: 0%; D: -5%; E: -1%; F: 1%; G: -6%

structure: CCOC(=O)C1=C(C)N=C2SCCC(=O)N2C1c1ccc(OCc2ccccc2)cc1 (configuration not stated)
  A: 16%; B: 20%; C: -2%; D: -27%; E: 9%; F: 3%; G: 7%

structure: CN(C(=O)c1cc2c(=O)oc3ccccc3c2s1)c1ccc(F)cc1
  A: 0%; B: 9%; C: 1%; D: 6%; E: -1%; F: 0%; G: 0%

structure: CCCOC(=O)CSc1nnc(-c2ccccc2)o1
  A: -2%; B: 18%; C: -1%; D: -8%; E: 0%; F: 1%; G: 13%

structure: COc1cccc(NC(=O)CSc2nnc3scc(-c4ccc(Cl)cc4)n23)c1
  A: 31%[activator]; B: -3%; C: -2%; D: ?; E: 0%; F: -2%; G: 8%

structure: CCCCOC(=O)c1ccc(NC(=O)c2csnn2)cc1
  A: -17%; B: 11%; C: -3%; D: 0%; E: -4%; F: 0%; G: -8%

structure: Fc1ccc(-n2nc(-c3ccccc3)c3cnc4ccccc4c32)cc1Cl
  A: 3%; B: 5%; C: -1%; D: -43%; E: 12%; F: 1%; G: 11%

structure: CCOc1ccccc1NC(=O)Nc1nnc(N2CCCCCC2)s1
  A: ?; B: -2%; C: -3%; D: -7%; E: -1%; F: 2%; G: ?

structure: CN(c1ncnc2c1c(-c1ccccc1)cn2-c1cccc(Cl)c1)C1CCCCC1
  A: -8%; B: 3%; C: -1%; D: -20%; E: 0%; F: -2%; G: -5%

structure: Cc1ccc2oc(=O)c3cc(C(=O)N4CCN(c5ccccc5)CC4)sc3c2c1
  A: -1%; B: -5%; C: 1%; D: 2%; E: 0%; F: 1%; G: -3%

structure: CCc1ccc(NC(=O)Cn2c(=O)n(Cc3ccco3)c(=O)c3oc4ccccc4c32)cc1
  A: -14%; B: ?; C: 0%; D: 6%; E: 2%; F: -8%; G: 0%

structure: COc1cc(OC)c(NC(=O)c2ccc(-n3cnc4cccnc43)cc2)cc1Cl
  A: 22%; B: -3%; C: 0%; D: -1%; E: -4%; F: 1%; G: 7%

structure: CCOC(=O)c1c(C)[nH]c(CCC(=O)Nc2ccc(Cl)cc2C)c1C
  A: 19%; B: 1%; C: 0%; D: -4%; E: 0%; F: 3%; G: -7%

structure: COc1cc(NC(=O)C(CCS(C)(=O)=O)N2Cc3ccccc3C2=O)cc(OC)c1OC (configuration not stated)
  A: -5%; B: -2%; C: 0%; D: -4%; E: -5%; F: 3%; G: -9%

structure: Cc1cn2c(=O)c(S(=O)(=O)NCc3ccc(F)cc3)c(C)nc2s1
  A: -15%; B: -9%; C: -1%; D: -4%; E: 1%; F: 2%; G: -6%

structure: COc1ccc(-c2csc3nc(-c4ccccc4C)oc(=O)c23)cc1OC
  A: 0%; B: 12%; C: 1%; D: -1%; E: -1%; F: 2%; G: -1%

structure: COc1ccc(OC)c(NC(=O)c2c(NCc3ccc(N(C)C)cc3)sc3c2CCCC3)c1
  A: 0%; B: -28%; C: 0%; D: ?; E: 5%; F: 0%; G: 19%

structure: Fc1ccc(-n2ncc3c(N4CCN(c5ccccc5F)CC4)ncnc32)cc1
  A: 23%; B: -4%; C: 0%; D: 7%; E: -1%; F: 1%; G: -1%

structure: Cc1ccc(CNC(=O)Cn2nc(C)n3cccc3c2=O)cc1
  A: -4%; B: 5%; C: -2%; D: -2%; E: 0%; F: -10%; G: -8%

structure: COc1ccccc1N1CCN(c2ncnc3c2c(-c2ccccc2)cn3-c2cccc(C)c2)CC1
  A: -6%; B: 0%; C: 2%; D: -38%; E: -2%; F: 1%; G: -9%

As entered above:
Value of Cc1ccccc1CNC(=O)CCS(=O)(=O)c1cc2c3c(c1)CCN3C(=O)CC2 in TSG101-PTAP inh: 8%
Value of O=C(COc1ccccc1F)Nc1ccc2oc(-c3cccc(Cl)c3)nc2c1 in B2AR arrestin ag: -3%
Value of COc1cc(NC(=O)COCc2cc(-c3ccc4c(c3)OCO4)on2)c(OC)cc1Cl in GALK inhibitor: 1%

Next part:
Abbreviations: A = p53null 39C kill; B = NTMT1 inh; C = B2AR arrestin ag; D = FH mod; E = TSG101-PTAP inh; F = GALK inhibitor; G = p53null 32C tox
structure: COc1cccc(CNC(=O)CCn2c(=O)c3cccn3c3cccnc32)c1OC
  A: -21%; B: -15%; C: -1%; D: 1%; E: 1%; F: 4%; G: -7%

structure: CCN(c1cccc(C)c1)S(=O)(=O)c1ccc2c(c1)NC(=O)CCS2
  A: -10%; B: 7%; C: -1%; D: -5%; E: -4%; F: 1%; G: 2%

structure: Cc1ccccc1NC(=O)Cn1c(=O)n(CCCCCC(=O)NCc2ccccc2Cl)c(=O)c2sccc21
  A: -14%; B: 8%; C: 1%; D: 8%; E: -1%; F: 0%; G: -14%

structure: COc1cc(Cl)c(C)cc1NC(=O)CC1Oc2ccccc2NC1=O (configuration not stated)
  A: -7%; B: 6%; C: 0%; D: -4%; E: 6%; F: -3%; G: -6%

structure: O=C(CCNS(=O)(=O)c1cccc2nsnc12)NCc1ccccc1
  A: 4%; B: 2%; C: -2%; D: -2%; E: -6%; F: -6%; G: 1%

structure: CCCSCCCNC(=O)CN1C(=O)CCn2nc(-c3cn(C)c4ccccc34)cc21
  A: 1%; B: -9%; C: 0%; D: 5%; E: -4%; F: ?; G: -3%

structure: CCCCCn1c(CNC(=O)c2ccccc2)nc2ccccc21
  A: 3%; B: 2%; C: 0%; D: -7%; E: 1%; F: -4%; G: 1%

structure: Cc1cc2nn(-c3ccc(F)cc3)nc2cc1NC(=O)c1cc(Cl)ccc1Cl
  A: 12%; B: -13%; C: 1%; D: 4%; E: -4%; F: 2%; G: 0%[9.22 µM]

structure: COc1ccc2nc(N(Cc3cccnc3)C(C)=O)sc2c1
  A: 26%; B: -6%; C: -3%; D: 5%; E: -9%; F: -3%; G: -2%

structure: Cc1ccccc1CNC(=O)Cc1ccc(NC(=O)N2CCCCc3ccccc32)cc1
  A: 15%; B: 1%; C: 0%; D: -3%; E: -1%; F: 4%; G: -2%

structure: COc1ccc(Cn2c(=O)c3oc4ccccc4c3n(CC(=O)Nc3cc(C)cc(C)c3)c2=O)cc1
  A: -5%; B: 6%; C: 0%; D: -12%; E: -1%; F: 1%; G: -1%

structure: COc1ccccc1CN1C(=O)C(=O)c2cccc(C)c21
  A: -12%; B: -9%; C: 7%; D: 0%; E: -2%; F: -3%; G: -5%

structure: Cc1ccc2nc(NC(=O)CSc3ncc(C(=O)Nc4ccccc4)c(=O)n3C)sc2c1
  A: -2%; B: 9%; C: -2%; D: 5%; E: -6%; F: 0%; G: -8%

structure: COc1ccccc1N(CC(=O)N1CCC(C)CC1)S(=O)(=O)c1ccc(C)cc1
  A: 4%; B: ?; C: -2%; D: -13%; E: 1%; F: 2%; G: -7%

structure: Cc1ccc(OCC(=O)Nc2cccc(-c3nc4ccccc4o3)c2C)cc1C
  A: -9%; B: 18%; C: 0%; D: -1%; E: 1%; F: -1%; G: -2%

structure: COc1cccc(N2C(=O)N(CC(=O)NCc3cccc(OC)c3OC)c3ccccc3S2(=O)=O)c1
  A: -5%; B: 2%; C: -2%; D: -1%; E: -1%; F: 2%; G: -3%

structure: NC(=O)Cn1c(=O)n(CCCCCC(=O)NCc2ccc(F)cc2)c(=O)c2sccc21
  A: -7%; B: -2%; C: -2%; D: 13%; E: 3%; F: 1%; G: -3%

structure: CCOc1ccc(S(=O)(=O)NCC(c2ccco2)S(=O)(=O)c2ccc(C)cc2)cc1 (configuration not stated)
  A: -5%; B: 10%; C: 0%; D: -16%; E: 4%; F: -7%; G: 1%

structure: Cc1ccccc1Cn1c(CN2CCCC(C)C2)nc2c1c(=O)n(C)c(=O)n2C (configuration not stated)
  A: 0%; B: 4%; C: 0%; D: 17%; E: -3%; F: 9%; G: 3%

structure: COc1cccc(CNC(=O)C2CCN(S(=O)(=O)c3cn(C)cn3)CC2)c1
  A: 11%; B: 0%; C: 0%; D: 0%; E: 0%; F: -3%; G: -1%

structure: COc1ccc(CN2CCCN(CC(=O)Nc3cc(C)ccc3C)S2(=O)=O)cc1
  A: -9%; B: 0%; C: 2%; D: -22%; E: -3%; F: 2%; G: 7%

structure: Cc1ccc(NC(=O)CSc2nc3ccc(NC(=O)CCc4ccccc4)cc3s2)c(C)c1
  A: -1%; B: 12%; C: -5%; D: 2%; E: 1%; F: 1%; G: -10%

structure: CCOc1ccc(OCC)c(NC(=O)C2CCN(S(=O)(=O)c3ccc4c(c3)CC(C)N4C(C)=O)CC2)c1 (configuration not stated)
  A: -6%; B: 5%; C: 0%; D: -18%; E: 5%; F: -2%; G: 5%

structure: COc1ccc(-c2nc3sc(CCNC(=O)Cc4ccccc4)c(C)n3n2)cc1
  A: 10%; B: 1%; C: -3%; D: -21%; E: -7%; F: 3%; G: -26%

An excerpt of these results, with each value named:
> COc1ccc(Cn2c(=O)c3oc4ccccc4c3n(CC(=O)Nc3cc(C)cc(C)c3)c2=O)cc1
- p53null 39C kill = -5%
- NTMT1 inh = 6%
- B2AR arrestin ag = 0%
- FH mod = -12%
- TSG101-PTAP inh = -1%
- GALK inhibitor = 1%
- p53null 32C tox = -1%

> COc1ccccc1CN1C(=O)C(=O)c2cccc(C)c21
- p53null 39C kill = -12%
- NTMT1 inh = -9%
- B2AR arrestin ag = 7%
- FH mod = 0%
- TSG101-PTAP inh = -2%
- GALK inhibitor = -3%
- p53null 32C tox = -5%

> Cc1ccc2nc(NC(=O)CSc3ncc(C(=O)Nc4ccccc4)c(=O)n3C)sc2c1
- p53null 39C kill = -2%
- NTMT1 inh = 9%
- B2AR arrestin ag = -2%
- FH mod = 5%
- TSG101-PTAP inh = -6%
- GALK inhibitor = 0%
- p53null 32C tox = -8%

Some of the compounds tested (hit frequency here may not be typical).
